HIF act = HIF pathway transcriptional activation; 0.32% of 300,000 active; activation, % at 7.5 µM (by protocol); U2OS HRE-luciferase reporter, luminescence; normalized: DMSO 0%, desferrioxamine 100%;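 active = mean activation of at least 10% of the iron chelator positive control signal, with at least half of replicates also reaching 10%; inconclusive = mean and replicate majority disagree about reaching 10%; inactive = mean and most replicates under 10%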
IEC-6 cytotox = IEC-6 cytotoxicity, counter-screen for KLF5 inhibitors | luminescence viability | inhibition, % at 5 µM | 0.78% of 290,000 active | AID 1825; in the data active = inhibition above about 22%;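 note: 0% = plate median of test compound wells and 100% = cytotoxic reference compound wells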
Platelet DG rel = modulates dense granule release in human platelets; inhibition, %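 (compounds screened at 7.5 µM in platelet-rich plasma)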; human platelet-rich plasma, SFLLRN dense granule ATP release, luminescence; AID 1663; 0.22% of 300,000 active;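 active = mean replicate score, as percent of positive control, at or above 50; inconclusive = mean below 50 but at least one replicate at or above 50; inactive = mean and every replicate below 50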
aSyn 5UTR inh = MLPCN primary screen, SNCA 5' untranslated region; alpha-synuclein 5'UTR reporter, inhibitor activity; inhibition, % (tested at 7.5 µM); 0.82% of 300,000 active; AID 1813; in the data active = inhibition above about 60%; inconclusive = no clear call, values can overlap the other calls;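 note: H4 neuroglioblastoma cells stably carrying SNCA 5'UTR luciferase fusion; 0% = DMSO wells and 100% = positive control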
HSP90 inh = inhibitors of HSP90 luciferase refolding in rabbit reticulocyte lysate; inhibition, % at 5.6 µM; luciferase refolding luminescence, 3 h; 0.91% of 290,000 active;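 active = inhibition above the screen-wide mean plus 3 SD, computed separately per campaign, cut at about 16% in these data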;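 note: 0% = DMSO wells and 100% = 60 µM geldanamycin wells; inhibitors lower the luminescence because luciferase stays unfolded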
AI-2 QS mod = modulators of Vibrio harveyi AI-2 quorum sensing system; Vibrio harveyi JMH597 AI-2 luminescence/OD600 ratio, 9 h; hits give low values; strain lacks LuxN and CqsS sensors; 0 = neutral-control median; activity change, % at 7.5 µM; 0.4% of 300,000 active; AID 2094; in the data active = activity change below about -75%, passing the limit was not always enough; inconclusive = no clear call, values can overlap the other calls;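 note: luminescence divided by OD600 gain over 9 h not by final OD600 alone; inactives centre near 13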
HDAC3 inh = blocks human histone deacetylase 3 | recombinant HDAC3, fluorogenic peptide/trypsin coupled, fluorescence | AID 2718 | inhibition, % at 8.3 µM | 0.15% of 320,000 active; in the data active = inhibition above about 26%, passing the limit was not always enough; inconclusive = no clear call, values can overlap the other calls
Target sequence (O15379 whole entry, looked up): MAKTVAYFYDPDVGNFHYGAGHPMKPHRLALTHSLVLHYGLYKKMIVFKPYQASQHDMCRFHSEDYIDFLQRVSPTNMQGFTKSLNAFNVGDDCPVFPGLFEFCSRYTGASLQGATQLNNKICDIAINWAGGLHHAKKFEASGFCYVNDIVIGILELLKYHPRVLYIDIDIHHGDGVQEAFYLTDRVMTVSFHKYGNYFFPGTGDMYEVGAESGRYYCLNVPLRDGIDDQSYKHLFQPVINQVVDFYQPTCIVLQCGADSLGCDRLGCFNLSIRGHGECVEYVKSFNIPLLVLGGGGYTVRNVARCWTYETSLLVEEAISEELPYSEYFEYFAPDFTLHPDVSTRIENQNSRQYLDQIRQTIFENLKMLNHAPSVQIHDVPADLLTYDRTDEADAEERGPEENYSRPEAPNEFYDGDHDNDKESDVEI
KLF5 inh = kruppel-like factor 5 inhibition | DLD-1 KLF5 promoter-luciferase reporter, luminescence | inhibition, % at 5 µM | 0.23% of 290,000 active;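 active = inhibition above a per-plate limit of that plate's mean compound inhibition plus 3 SD, cut at about 60% in these data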;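 note: 0% = DMSO wells and 100% = LY294002 at 200 µM; higher means less KLF5 promoter-driven luciferase light; inactives centre near -14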
HSF1 activator = increases HSF-1 driven luciferase reporter signal; NIH3T3-HGL HSF-1 luciferase reporter, MG132, 8 h; 100% = twice DMSO control signal; activation, % at 9 µM; 1.7% of 300,000 active; AID 504408;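 active = mean replicate activation of at least 50% with a set share of replicates each reaching 50%; inconclusive = only one of those two conditions met; inactive = mean below 50% and too few replicates reaching it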;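 note: 0% = median of the neutral control wells and 100% = twice that signal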
HSF1 inh = HSF1 inhibition | NIH3T3-HGL HSE-luciferase, MG132-induced, luminescence 8 h; hits give low values | activity change, negative = inhibition, % at 7.5 µM (by protocol) | 0.77% of 300,000 active | AID 2098;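 active = more than half of replicate wells show activity change below -50%, luminescence cut by over half; inconclusive = some wells, but at most half, below -50%; inactive = no replicate well below -50%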;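 note: luciferase reports HSF-1 transcriptional activity via heat shock element; 0% = median of DMSO wells and -100% = zero luminescence signal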
* = called active by the depositor; ? = inconclusive; nt = not tested or not shown.

SMILES | HIF act | IEC-6 cytotox | Platelet DG rel | aSyn 5UTR inh | HSP90 inh | AI-2 QS mod | HDAC3 inh | KLF5 inh | HSF1 activator | HSF1 inh
O=C(Cc1ccccc1)NC1CCN(C(=O)c2ccc([N+](=O)[O-])cc2)CC1 | -1.1 | 2 | 1 | -7 | 0 | 3 | -1 | -40 | 5 | -6
CCc1onc(C)c1C(=O)O | -0.1 | 4 | 0 | 7 | 6 | 27 | -3 | -1 | -9 | -3
COc1cc(/C=N/n2c(C3CCCCC3)n[nH]c2=S)ccc1O | -10 | -3 | -1 | 34 | -1 | 26 | 2 | -64 | 15 | -1
O=C(NCc1ccccc1)N(Cc1nc2ccccc2c(=O)[nH]1)C1CCCC1 | nt | -4 | nt | nt | -1 | nt | -2 | -14 | nt | nt
CCc1ccccc1NC(=O)CSc1nnc(Cn2cnc3ccccc32)o1 | -0.2 | 0 | -2 | -3 | -3 | 30 | -3 | -16 | 6 | -3
NC(=S)Nc1nc2ccccc2s1 | 6.1 | 1 | -3 | -18 | -2 | 23 | 2 | -10 | 0 | -3
C#CCOCCOCCOCCNc1nc(N2CCN(C(=O)[C@H]([C@@H](C)CC)n3cc([C@@H](N)CO)nn3)CC2)nc(N2CCN(C(=O)[C@H]([C@@H](C)CC)n3cc([C@@H](N)Cc4ccc(O)cc4)nn3)CC2)n1 | -0.2 | -6 | 1 | 13 | 6 | 5 | 2 | -45 | 6 | -1
CC(NS(C)(=O)=O)C(c1cccs1)N1CCN(c2ccc(F)cc2)CC1 (stereo unspecified) | -0.7 | 5 | -4 | 3 | 0 | 5 | 10 | -19 | -10 | -2
CCCc1cc(=O)n2[nH]c(C)c(-c3ccccc3)c2n1 | -0.2 | 0 | 12 | 3 | -2 | 3 | -5 | -13 | -9 | 4
Cc1ccccc1N1C(=O)c2ccccc2N2C(=O)c3ccccc3C12 (stereo unspecified) | 0.0 | -1 | 3 | 6 | 7 | 3 | -1 | -17 | -16 | -2
NS(=O)(=O)c1ccc(NC(=O)CSc2nc3ccccc3[nH]2)cc1 | -0.3 | 1 | 10 | -5 | -1 | -4 | 0 | 6 | -17 | -12
c1ccc(-c2cn3nc4c(nc3n2)CCCC4)cc1 | -3.8 | 4 | 39 | 109* | 5 | 9 | -10 | -39 | 10 | 2
Cc1ccc(Oc2cc(N3CCOCC3)nc(-c3ccccc3)n2)cc1 | nt | 8 | nt | nt | 2 | nt | -7 | -11 | nt | nt
O=C(NC1CCN(C(=S)Nc2ccccc2)CC1)C1CCCCC1 | -1.8 | -5 | 0 | -6 | -3 | 16 | 1 | 13 | -8 | -2
Cc1ccc(C)c(NC(=S)N(Cc2ccc(Cl)cc2)Cc2ccc(C(=O)O)cc2)c1 | -0.6 | -2 | 4 | -6 | -4 | 44 | 0 | -18 | -1 | -1
O=C(NC1CCCCC1)c1ccc(N2CCOCC2)c([N+](=O)[O-])c1 | -1.2 | 4 | 8 | -5 | -5 | 18 | 0 | -21 | -1 | -3
Cc1cccc(-n2c(C)cc(/C=N/NC(=O)c3ccc(CN4CCOCC4)cc3)c2C)c1 | 0.0 | 0 | 7 | 6 | 0 | 11 | -2 | -43 | 6 | 1
CCOC(=O)C1(Cc2ccc(OC)cc2)CCN(C(=O)C2=CCCC2)CC1 | 1.1 | 7 | 22 | -32 | 3 | 8 | 7 | -10 | 2 | -6
C[C@H](NC(=O)Cc1ccccc1)C(=O)N1CCC2(CC1)NCCc1[nH]cnc12 | -0.4 | -2 | -1 | 5 | 0 | 25 | -1 | -21 | 4 | 0
CCN(CC)S(=O)(=O)c1cc(NC(=O)CSc2nnc(-c3cccs3)o2)ccc1C | -43 | 6 | -13 | -43 | 3 | 9 | -5 | -7 | 34 | -1
Cc1ccc(NS(=O)(=O)c2cc3c(cc2C)NC(=O)CO3)cc1 | 0.0 | 0 | 0 | 5 | -1 | 20 | -12 | -12 | 1 | 3
O=C1C2C3C=CC(C3)C2C(=O)N1c1ccc2c(c1)CCC2 (stereo unspecified) | -0.1 | -4 | 0 | -6 | -3 | 8 | ? | -16 | -3 | -6
Cc1cccc(NC(=S)N(CCN(C)C)Cc2cc3cc(C)ccc3[nH]c2=O)c1 | -1.2 | -8 | -16 | 24 | 2 | 24 | nt | -34 | -11 | -7
O=C(O)c1c(-c2ccc(Cl)cc2)cn2ccccc12 | 5.6 | 1 | -2 | -167 | -2 | 17 | -6 | -5 | 6 | 2
CC(C)(C)NC(=O)C(c1ccncc1)N(Cc1ccc(F)cc1)C(=O)c1ccc(-c2ccccc2)[nH]1 (stereo unspecified) | 0.6 | -5 | -2 | -61 | -1 | 9 | 16 | -22 | 87* | 90
O=C(NC(=S)Nc1ccc2ncccc2c1)c1ccccc1 | 3.6 | 0 | -5 | -137 | -2 | 10 | -2 | -112 | 25 | 7
O=C1c2ccsc2SCCN1Cc1cccc(Cl)c1 | -0.6 | 6 | 1 | 11 | 6 | 10 | 5 | -1 | 8 | -5
CN(C)c1ccc(CN(C(=O)/C=C/c2ccccc2Cl)C2CCS(=O)(=O)C2)cc1 (stereo unspecified) | 0.0 | 2 | 4 | -12 | 5 | 2 | ? | 3 | 12 | 1
Nc1nc(SCC(=O)Nc2cc(-c3ccccc3)nn2-c2ccccc2)n[nH]1 | 0.3 | -10 | -4 | -25 | -3 | 5 | -7 | 3 | nt | nt
O=c1ccc(NS(=O)(=O)c2ccccc2Cl)cn1Cc1ccc(Cl)c(Cl)c1 | -0.2 | -14 | -6 | -6 | -2 | 20 | 3 | -22 | 28 | 20
Cc1cc(C2CC(=O)Nc3ccccc3S2)c(C)s1 (stereo unspecified) | -0.8 | 8 | 12 | 5 | 1 | 6 | -1 | 11 | -7 | 0
O=C1NC(c2ccc(-c3ccccc3[N+](=O)[O-])o2)C(C(=O)c2ccc(Cl)cc2)C(O)(C(F)(F)F)N1 (stereo unspecified) | -1.9 | -5 | 17 | 22 | 0 | 9 | 8 | -15 | 11 | 2
Cc1ccc(-n2c(Cc3cccs3)nnc2SCC(=O)OC(C)C)cc1 | 0.2 | -4 | 2 | 18 | 1 | -1 | -1 | -13 | 10 | 1
Cc1nnc(N2CCOCC2)c2nn(-c3cccc(Cl)c3)c(C)c12 | -0.4 | 3 | -16 | 16 | -3 | 17 | -2 | 0 | -25 | -10
CCOc1ccccc1NC(=O)c1oc2ccccc2c1NC(=O)C1CC1 | -0.3 | -9 | -10 | 28 | -2 | 4 | 1 | 29 | -1 | -5
CCCCc1c(O)nc(SCC(=O)N2CCOCC2)n(-c2ccccc2C)c1=O | 0.1 | 3 | -1 | 4 | 2 | 7 | 2 | 1 | -2 | 8
COC(=O)C1CCN(C(=O)c2ccc3nccnc3c2)CC1 | -0.4 | 0 | 9 | -14 | -4 | 15 | 2 | -15 | -10 | -1
COC(=O)N(C)c1nc2ccccc2s1 | 1.6 | 4 | -14 | -77 | 2 | 55 | -3 | -14 | 13 | 4
COc1ccc(N2C(=O)CC(Cc3ccc(Br)cc3)C2=O)cc1 (stereo unspecified) | 0.6 | -7 | 10 | -3 | 0 | 9 | -3 | -6 | 45 | 28
CC(=O)c1cn(CC(=O)Nc2ccccc2Cl)c2ccccc12 | 0.1 | 8 | 11 | 13 | 2 | -6 | -2 | -13 | -2 | -5
CCOc1ccc(Nc2c3ccccc3nc3ccccc23)cc1 | 5.0 | 72* | -19 | -94 | 1 | 13 | -1 | 40 | -20 | 8
COc1ccc(S(=O)(=O)N(CC(=O)NC2CC3CCC2C3)c2ccccc2OC)cc1 (stereo unspecified) | -0.6 | 0 | 3 | 19 | -2 | -2 | -1 | -1 | 9 | 5
O=C(O)C(F)(F)S(=O)(=O)O | -0.3 | -3 | -3 | -13 | 0 | 17 | -12 | -8 | 36 | 1
CCOC(=O)CN(Cc1sccc1C)C(=O)Nc1cccc(OC)c1 | 0.2 | -2 | -3 | -11 | 0 | 13 | -5 | -10 | -3 | 2
Cc1sc(NC(=O)CN(Cc2ccc(F)cc2)C(=O)C(C)C)c(C(N)=O)c1C | nt | -4 | 0 | 31 | -2 | 17 | nt | 7 | 9 | 2
Cc1ccccc1C(=O)N/N=C/c1cccc2ccccc12 | 1.8 | 3 | 3 | -72 | -3 | 22 | 0 | -65 | 17 | 16
CCCc1[nH]nc2c1C(c1ccc(OC)c(Cn3nnc4ccccc43)c1)C(C#N)=C(N)O2 (stereo unspecified) | 0.0 | -7 | -2 | 3 | -3 | 15 | -2 | -21 | 22 | 4
O=C(CSc1nnc(C2COc3ccccc3O2)o1)N1CCCc2ccccc21 (stereo unspecified) | 0.3 | 5 | -2 | 11 | 3 | 21 | -2 | 2 | -5 | -7
C#CCOCCOCCOCCNc1nc(N2CCN(C(=O)[C@H]([C@@H](C)CC)n3cc([C@@H](N)CO)nn3)CC2)nc(N2CCN(C(=O)[C@H](CCCCN)n3cc([C@@H](N)CC(C)C)nn3)CC2)n1 | -0.9 | -6 | 1 | 12 | 5 | 17 | -5 | 3 | 9 | -4
CCc1nc(NCC2CCCO2)c(C#N)c2c1COC(C)(C)C2 (stereo unspecified) | -1.1 | -2 | 15 | 28 | 5 | 25 | -23 | -20 | 6 | -6
CN1C(=O)C(CC(=O)Nc2ccc3c(c2)Cc2ccccc2-3)N(C)C1=O (stereo unspecified) | 0.1 | 0 | 1 | -5 | -1 | 35 | -6 | -4 | 10 | 2
CC(C)(C)C(=O)Nc1ccc(S(=O)(=O)Nc2nccs2)cc1 | 1.5 | 0 | 5 | -3 | 0 | 6 | 4 | -20 | 22 | -8
O=C(NC1(C(F)(F)F)NC(=O)N(c2ccc(F)c(Cl)c2)C1=O)c1ccncc1 (stereo unspecified) | -0.7 | -2 | 6 | -10 | 0 | 16 | 2 | -16 | 1 | -5
C[C@H]1CCC[C@]2(O[C@@H](CCO)C[C@H](O)[C@H]2O)O1 | 1.3 | 4 | 5 | 6 | -1 | 16 | -3 | -49 | 10 | 1
CC(=O)Nc1cccc(NC(=O)CSc2nc(=O)n3cccc(C)c3n2)c1 | 0.3 | nt | 0 | 3 | nt | 9 | 0 | nt | 1 | 1
COc1ccc(/C=N/NC2=NS(=O)(=O)c3ccccc32)cc1 | -1.6 | -7 | -2 | 2 | 1 | 24 | 4 | -25 | -3 | -4
COc1cccc(-c2nc(CS(=O)(=O)CC(=O)N3CCN(C4CCCCC4)CC3)c(C)o2)c1 | -0.3 | -1 | 3 | 4 | 4 | 16 | 0 | -7 | 0 | 0
CN(C)/C(CN1CCCCC1)=C1\N=C(c2ccccc2)OC1=O | -0.2 | 1 | 1 | -11 | 3 | 41 | 2 | -10 | -2 | 5
CCCNc1nc(C)cc(-c2cc(-c3ccccc3)on2)n1 | 0.5 | nt | -5 | 1 | nt | 9 | -1 | nt | -7 | 1

Quoted from above, two compounds:
SMILES | HIF act | IEC-6 cytotox | Platelet DG rel | aSyn 5UTR inh | HSP90 inh | AI-2 QS mod | HDAC3 inh | KLF5 inh | HSF1 activator | HSF1 inh
CN(C)/C(CN1CCCCC1)=C1\N=C(c2ccccc2)OC1=O | -0.2 | 1 | 1 | -11 | 3 | 41 | 2 | -10 | -2 | 5
CCCNc1nc(C)cc(-c2cc(-c3ccccc3)on2)n1 | 0.5 | nt | -5 | 1 | nt | 9 | -1 | nt | -7 | 1

Bioassay records deposited in PubChem BioAssay by several laboratories.
